PV pol inh = inhibitors of poliovirus RNA polymerase binding and polymerization. poliovirus polymerase elongation, fluorescence polarization; stronger effect = lower value. % elongation, % (compound at 16.7 µg/mL). AID 588519. 150,000 tested, 0.66% active; in the data active = % elongation below about 90%; also: some results filed as inactive read as strong as hits
Target sequence (P03300 1749-2209 limits assumed): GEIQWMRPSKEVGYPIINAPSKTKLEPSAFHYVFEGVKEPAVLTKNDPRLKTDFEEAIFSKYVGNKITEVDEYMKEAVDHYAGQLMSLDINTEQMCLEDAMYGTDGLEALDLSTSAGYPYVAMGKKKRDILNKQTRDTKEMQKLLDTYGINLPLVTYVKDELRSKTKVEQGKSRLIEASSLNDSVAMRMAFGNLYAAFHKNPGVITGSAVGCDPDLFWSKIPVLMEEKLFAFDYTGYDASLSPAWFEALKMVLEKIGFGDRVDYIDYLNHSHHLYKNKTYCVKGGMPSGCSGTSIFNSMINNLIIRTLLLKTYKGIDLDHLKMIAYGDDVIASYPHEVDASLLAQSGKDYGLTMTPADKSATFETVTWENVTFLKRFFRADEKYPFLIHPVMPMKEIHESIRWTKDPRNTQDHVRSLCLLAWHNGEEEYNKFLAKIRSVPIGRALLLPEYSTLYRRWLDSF
PV pol inh FP z-score = recorded beside PV pol inh, whose call it bears; z-score; measured here: FP z-score; hits read low
Numbers without * were called inactive. This is a subset (hit frequency here may not be typical).

SMILES | PV pol inh | PV pol inh FP z-score
COc1ccc(/C(C#N)=C\c2ccc(-c3ccccc3Br)o2)cc1OC | 105 | 1.2
COc1ccc(C2=NCC(C)(C)CO2)cc1OC | 102 | -0.1
CC(C)CN1CCNCC1 | 101 | -0.1
CN1CCSc2ccc(C(=O)NCCCN3CCCCCC3)cc21 | 101 | -1
CCN(CC)CCn1c(=S)[nH]c2cc(C(=O)N3CCCC3)ccc2c1=O | 102 | 0.5
COc1ccc(/C=N/N=C(N)N)cc1OC | 99 | -0.7
CCc1ccc(NC(=O)c2ccccc2Br)cc1 | 103 | 0.2
CCOC(=O)C1CCCN1S(=O)(=O)c1cccc2nsnc12 (configuration not stated) | 103 | 0.4
CCOC(=O)c1cnn(C(=O)OCC)c1N | 103 | 0.6
CCCOc1ccc(/C(=N\O)C(C)(C)NO)cc1 | 102 | 0
Cc1ccc(OCCc2nc3ccccc3[nH]2)cc1 | 101 | 0.2
COc1cccc(C(=O)N2CC(C)OC(C)C2)c1 (configuration not stated) | 100 | -0.5
Cn1nnnc1SCCNCc1ccccc1Cl | 103 | -0.6
CC(C(=O)Nc1ccccc1)n1nnc2sc3c(c2c1=O)CCCC3 (configuration not stated) | 109 | 0.4
Cc1ccc(-n2nc(C(=O)Nc3cccnc3)c3c4ccccc4n(C)c3c2=O)cc1 | 99 | -0.7
CC(=O)Nc1ccc(NC(=O)C2CCN(S(=O)(=O)c3ccc4c(c3)CCCC(=O)N4)CC2)cc1 | 113 | 1
Cc1ccc2cc3c(nc2c1)-c1ccccc1C3=NC1CCCCC1 | 105 | 0.3
CCN1CCN(c2ccc(NS(=O)(=O)c3c(C)nc4sccn4c3=O)cc2Cl)CC1 | 109 | 1.1
CCCOc1ccc(CNC(=O)Cn2c(=O)oc3ccccc32)cc1 | 111 | 1.5
O=C(CCc1ccccc1)NN1C(=O)c2ccccc2C1=O | 100 | -0.2
O=C(O)c1ccc(-c2ccc(C(=O)O)c(C(=O)O)c2)cc1C(=O)O | 98 | -0.3
COc1cccc(CNC(C)c2ccccc2)c1OCc1ccccc1F (configuration not stated) | 102 | 0.3
CS(=O)(=O)N1CCCc2cc(Br)ccc21 | 101 | -0.5
O/N=C1/CCCc2nn(-c3ccccc3)nc21 | 62* | -5.1*
Cc1cc(C)nc(Nc2nc3ccccc3s2)n1 | 103 | 0.2

Compound profiles (already shown).
Entry for CCN(CC)CCn1c(=S)[nH]c2cc(C(=O)N3CCCC3)ccc2c1=O = PV pol inh = 102; PV pol inh FP z-score = 0.5
Entry for CCc1ccc(NC(=O)c2ccccc2Br)cc1 = PV pol inh = 103; PV pol inh FP z-score = 0.2
Entry for Cc1cc(C)nc(Nc2nc3ccccc3s2)n1 = PV pol inh = 103; PV pol inh FP z-score = 0.2

No new results follow: 2 of the compounds above.
SMILES | PV pol inh | PV pol inh FP z-score
COc1ccc(/C(C#N)=C\c2ccc(-c3ccccc3Br)o2)cc1OC | 105 | 1.2
COc1ccc(C2=NCC(C)(C)CO2)cc1OC | 102 | -0.1

Continuation.
SMILES | PV pol inh | PV pol inh FP z-score
CCOc1ccc(CNC(=O)C2CCN(S(=O)(=O)N3CCCCC3)CC2)cc1 | 114 | 0.8
Cc1cc(C)c2nc(NC3=NC(c4ccccc4)CC(=O)N3)nc(C)c2c1 (configuration not stated) | 102 | 0.1
O=C(c1ccc(Cl)cc1)N1CCCn2c1nc1ccccc12 | 100 | -0.1
CCc1ccc(NC(=O)C(C)OC(=O)c2ccncc2)cc1 (configuration not stated) | 103 | 0.7
O=C(NCc1cccc(F)c1)c1ccc(CN2CC(=O)N3CCCCC3C2=O)cc1 (configuration not stated) | 107 | -0.3
O=C(N/C(=C/c1ccccc1)S(=O)(=O)c1ccccc1)c1ccccc1 | 104 | 0.8
COc1cc2c(cc1OC)C(SC)=NC(C)(C)C2 | 102 | 0.1
OC(COC1CCCCC1)Cn1cnc2ccccc21 (configuration not stated) | 101 | 0.1
O=C(Nc1ccc(-c2nc3ccccc3s2)c(O)c1)c1ccccc1 | 106 | 1.4
CC1CC(=O)C2=C(C1)Nc1nc3ccccc3n1C2c1cccs1 (configuration not stated) | 100 | -0.6
COc1ccc2c(c1)c(=O)c(S(=O)(=O)c1ccccc1)cn2CC(=O)Nc1ccc2c(c1)OCO2 | 110 | 0.5
CC(=O)Nc1ccccc1N1CCCCC1 | 103 | 0.5
O=C(N1CCC(O)(c2cccnc2)CC1)C12CC3CC(CC(C3)C1)C2 | 101 | -0.2
c1coc(C2OCC(CN3CCCCC3)O2)c1 (configuration not stated) | 107 | 1.3
Cc1ccc(C)c(NC(=O)Nc2csc3c2CCCC3)c1 | 106 | -1.1
COc1ccc(NC(=O)CSc2nnc(NC(=O)Nc3ccccc3)s2)cc1OC | 109 | 0.6
Fc1ccc2nc3n(c2c1F)CCCCCC3 | 102 | 0
CCc1cccc(NC(=O)CN2C=NS(=O)(=O)c3ccccc32)c1 | 107 | 0
Cc1ccc2c(c1)c(N=NC(=O)CCc1ccccc1)c(O)n2C(C)C | 102 | 0.1
NS(=O)(=O)c1ccc(N=P(N2CCOCC2)(N2CCOCC2)C23CC4CC(CC(C4)C2)C3)cc1 | 102 | 0.1
O=C(O)c1cc2c(ccc3ccccc32)oc1=O | 100 | -0.5
CC1C(C#N)=C(N)OC2=C1C(=O)CCC2 (configuration not stated) | 105 | 1.5
O=C(C1CCCCC1)N1CCN(c2ccc(N3CCCCCC3)nn2)CC1 | 103 | 0.2
CC(C(=O)O)N1CCCC1=O (configuration not stated) | 102 | 0.1
CC(=O)Nc1ccc(SCC(=O)Nc2cccc3nsnc23)cc1 | 104 | 0.1

Additional entries follow:
SMILES | PV pol inh | PV pol inh FP z-score
COc1ccc(CCNC(=O)c2cc(=O)[nH]c3ccc(S(=O)(=O)N4CCCCC4C)cc23)cc1OC (configuration not stated) | 103 | -1.9
CCCCn1cc(S(=O)(=O)c2ccc(Cl)cc2)c(=O)c2cc(F)c(N3CCCCC3)cc21 | 110 | 0.7
O=C(COc1ccccc1)N(Cc1cccs1)C1CCS(=O)(=O)C1 (configuration not stated) | 101 | 0.2
CCN1C(=O)c2ccc(C(=O)Nc3cc(C(=O)O)cc(C(=O)O)c3)cc2C1=O | 101 | 0.1
Cc1oc2cc(O)ccc2c(=O)c1-c1ccccn1 | 100 | -0.7
COC(=O)c1ccc2c(=O)n(CCCCCC(=O)N3CCN(c4ccc(Cl)cc4)CC3)c(=O)[nH]c2c1 | 104 | -0.4
CNS(=O)(=O)c1ccc2c(S(=O)(=O)NC)c(OC)ccc2c1 | 96 | -2.5
COc1ccc(S(=O)(=O)N(C)c2ccnc(C(=O)N3CCC4(CC3)OCCO4)c2)cc1 | 104 | 0.9
CCn1cc(CCC(=O)NCc2ccccc2OC)c2ccccc21 | 108 | 0.2
O=C(c1ccc(Cl)cc1)c1coc2c1cc(O)c1ccccc12 | 108 | 0.5
Cc1ccc(S(=O)(=O)Nc2ccc(OC3OC(CO)C(O)C(O)C3O)cc2)cc1 (configuration not stated) | 104 | 0.8
O=C(/C=C/c1cccs1)N1CCCC1 | 102 | 0.1
Nc1cccc(C(=O)Nc2nccs2)c1 | 106 | 0.3
COC(=O)c1sc(N)c(C(=O)OC)c1CSc1nnc(Cc2csc(C)n2)o1 | 108 | 0.7
CCOc1ccc(CN2C(=O)c3ccccc3Sc3ccc(C(=O)N4CCN(C)CC4)cc32)cc1 | 108 | -0.2
CN(Cc1ccccc1)C(=O)c1cnc2n(c1=O)CCS2 | 101 | 0.2
CCC(=O)Nc1ncnc2sc3c(c12)CCCC3 | 101 | -0.3
Cc1ccc2nc(C)c3c(c2c1)N(c1ccccc1)CC3 | 89* | -2.3*
CCOC(=O)C1CCC(CN(Cc2ccccc2)S(=O)(=O)c2ccc(F)c(C)c2)CC1 (configuration not stated) | 101 | -0.2
CCn1cc(C(=O)Nc2ccc(OC)cc2)c(=O)c2ccc(C)nc21 | 100 | -0.6
CC1=NC(C(F)(F)F)(C(F)(F)F)N=C(N2CCCCC2)O1 | 101 | -0.2
N#CCSc1nc2cc3c(cc2c(=O)n1CCCC(=O)NCc1ccc2c(c1)OCO2)OCO3 | 98 | -1.2
Fc1cccc(-c2nnn3c2nc(NCCc2ccccc2)c2ccccc23)c1 | 109 | 1.6
CCCCN(C)C(=O)c1noc2c1COc1ccccc1-2 | 104 | 0.2
COc1cc(NC(=O)CC(C)n2nc(C)cc2C)cc(OC)c1 (configuration not stated) | 107 | 0.3

Structures from the list above that contain two or more sulfur atoms, in the order listed:
SMILES | PV pol inh | PV pol inh FP z-score
CCOC(=O)C1CCCN1S(=O)(=O)c1cccc2nsnc12 (configuration not stated) | 103 | 0.4
CCN1CCN(c2ccc(NS(=O)(=O)c3c(C)nc4sccn4c3=O)cc2Cl)CC1 | 109 | 1.1
COc1ccc(NC(=O)CSc2nnc(NC(=O)Nc3ccccc3)s2)cc1OC | 109 | 0.6
CC(=O)Nc1ccc(SCC(=O)Nc2cccc3nsnc23)cc1 | 104 | 0.1
O=C(COc1ccccc1)N(Cc1cccs1)C1CCS(=O)(=O)C1 (configuration not stated) | 101 | 0.2
CNS(=O)(=O)c1ccc2c(S(=O)(=O)NC)c(OC)ccc2c1 | 96 | -2.5
COC(=O)c1sc(N)c(C(=O)OC)c1CSc1nnc(Cc2csc(C)n2)o1 | 108 | 0.7

Next results.
SMILES | PV pol inh | PV pol inh FP z-score
CC(CCc1ccco1)Nc1nc(-c2ccccc2F)no1 (configuration not stated) | 99 | -1.3
CC(C)S(=O)(=O)c1csc(C(=O)NN)c1-n1cccc1 | 104 | 0.5
N#Cc1cnc(SCC(=O)N2CCCCC2)nc1N | 103 | 0.7
COc1ccc(CCNC(=O)Cn2nnc(-c3cccc(C(F)(F)F)c3)n2)cc1OC | 108 | 0.8
CCOC(=O)c1ccc2[nH]c(C)c(C)c2c1 | 102 | 0.4
O=C(CCCn1c(=S)[nH]c2ccccc2c1=O)N1CCc2ccccc21 | 101 | 0
COC(=O)C1=C(C)N(C(C)c2ccccc2)C(=O)C1 (configuration not stated) | 102 | 0.7
CN1C(=O)C(C)(C)c2cc(S(=O)(=O)NCCN3CCN(c4ccccc4F)CC3)ccc21 | 100 | -0.5
O=C(CC(NC1CCCCC1)C(=O)O)c1ccc(C2CCCCC2)cc1 (configuration not stated) | 112 | 0.7
COc1ccc(NC(=O)c2nn(C)c3c2CSc2ccc(C)cc2-3)cc1OC | 101 | -0.9
CC1CCCN(c2ccc(C(=O)NCc3ccccc3)cn2)C1 (configuration not stated) | 102 | -0.1
Cc1ccc(C)c(OC(=O)c2cccnc2Cl)c1C | 100 | -0.8
Cc1ccccc1Nc1sc(C(=O)c2ccccc2)c(N)c1S(C)(=O)=O | 108 | 0.3
CCSc1nnc(NC(=O)c2oc3ccccc3c2COC)s1 | 103 | 0
CC(C)(C)C1CCc2c(sc3nc(-c4ccccc4)cn23)C1 (configuration not stated) | 100 | -0.6
O=C(NC1CCCC1)c1[nH]nc2c1CCc1ccccc1-2 | 102 | 0.4
CN1CCN(c2cc(Cl)c(C#N)cc2F)CC1 | 102 | -0.6
O=C(OCC(=O)c1c[nH]c2ccccc12)C1=COCCO1 | 104 | 0
COC(=O)c1ccc(NC(=O)COc2cccc3ccccc23)cc1 | 102 | -0.1
Cc1c(C(=O)c2ccncc2)c2ccccn2c1CCC#N | 97 | -0.4
CC1CC(=O)Nc2ccccc2N1C(=O)CN1CCCCC1 (configuration not stated) | 101 | 0.3
CC1CCCCN1CCCNC(=O)c1cc(Sc2cccc(Cl)c2)nc2ccccc12 (configuration not stated) | 106 | -1.2
CCCN(Cc1nnc(-c2ccco2)o1)C(=O)/C=C/c1c(C)nn(C)c1C | 102 | 0.1
O=C(N/N=C/c1ccc(Cl)cc1)c1cc(=O)nc2sccn12 | 105 | 0.9
Cc1ccc2c(c1)N(C(=O)N1CCC(C(=O)NCc3ccccc3C)CC1)CC(C)O2 (configuration not stated) | 109 | 0.4

The list continues.
SMILES | PV pol inh | PV pol inh FP z-score
O=C1c2ccccc2C(=O)N1CCCc1nn2c(-c3cccnc3)nnc2s1 | 105 | 1.5
Cc1c2cnn(CC(=O)Nc3ccc4c(c3)OCCO4)c(=O)c2c(C)n1Cc1ccc(F)cc1 | 104 | 0.6
NC1(C(=O)O)CCCC1 | 102 | 0.6
Cc1ccc(-c2nc(CS(=O)(=O)CC(=O)NCC3CCCO3)c(C)o2)cc1 (configuration not stated) | 102 | 0.2
C1CCC(CNCC2CCCO2)CC1 (configuration not stated) | 101 | -0.3
CCn1cc2nc(SCC(=O)Nc3ccc(OC)cc3OC)n(Cc3ccc(Cl)cc3)c(=O)c2n1 | 105 | -0.2
CN(C)c1ncnc2c1cnn2C | 101 | 0.2
CSc1nc2ccccc2n1CC(=O)Nc1c(C)cccc1C | 103 | 0.3
COc1cccc(NC(=O)c2cc3ccccc3oc2=O)c1 | 108 | 0.6
CCC(C(=O)NC1CCCC1)N(Cc1ccc2c(c1)OCO2)C(=O)c1snc(C(N)=O)c1N (configuration not stated) | 100 | -0.5
COC(=O)CN1C(=O)CSc2ccc(S(=O)(=O)Nc3ccc(Cl)cc3C)cc21 | 114 | 1.2
CCOC(=O)c1ccc(-c2ccc(C=C(C#N)C#N)o2)cc1 | 78 | -4.3
CCOC(=O)c1cc(C#N)c(SC)nc1-c1ccccc1 | 101 | 0
COc1ccc(-n2nc(C(=O)N3CCN(C)CC3)nc2-c2ccccc2)cc1 | 105 | 1.2
O=c1cccc2n1CC1CNCC2C1 (configuration not stated) | 98 | -0.4
Cc1c(-c2ccnn2C(=O)c2ccc(C(F)(F)F)cc2)sc2ccccc12 | 101 | -0.6
